Screens: PubChem BioAssay, several laboratories
MBD2 inh – inhibitors of MBD2 binding to methylated DNA, primary screen, biochemical, TR-FRET, DNA-binding domain, human | Methyl-CpG-binding domain protein 2 (Homo sapiens), Q9UBB5 | MBD2 binding to methylated oligonucleotide | inhibition, % at 4.4 µM | hit rate 0.31% among 370,000 | AID 686964, 2013; in the data active = inhibition above about 13%
Target sequence (Q9UBB5 whole entry, looked up, the tested form may be a part): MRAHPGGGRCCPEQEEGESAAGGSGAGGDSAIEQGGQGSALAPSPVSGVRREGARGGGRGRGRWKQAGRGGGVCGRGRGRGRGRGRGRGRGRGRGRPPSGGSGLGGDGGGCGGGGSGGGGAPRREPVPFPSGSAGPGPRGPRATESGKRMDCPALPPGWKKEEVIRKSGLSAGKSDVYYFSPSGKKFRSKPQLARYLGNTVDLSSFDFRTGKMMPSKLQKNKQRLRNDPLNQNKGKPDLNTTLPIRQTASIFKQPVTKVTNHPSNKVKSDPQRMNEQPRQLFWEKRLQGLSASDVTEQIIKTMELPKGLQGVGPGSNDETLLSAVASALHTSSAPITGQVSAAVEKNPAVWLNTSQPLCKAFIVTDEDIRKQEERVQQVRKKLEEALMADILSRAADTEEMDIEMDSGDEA
HTRA1 inhibitor – HTRA1 serine protease inhibitors, primary screen, biochemical, fluorescence polarization, HTS | Q92743 | recombinant HTRA1, FP-rhodamine activity-based probe | inhibition, % at 5.96 µM | hit rate 0.5% among 340,000 | AID 504803, 2011; in the data active = inhibition above about 36%;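 also: 0% = enzyme with DMSO and 100% = wells lacking enzyme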
GC-B act – human GC-B receptor activators, primary screen, HEK293 GC-B cells, cGMP TR-FRET, EC30 CNP; 0% at EC30 CNP, 100% saturating CNP; activation, % at 10 µM; hit rate 0.11% among 370,000; AID 1920062, 2024;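 active = activation at 10 µM reaching about 35% in either raw or pattern-adjusted values, limit read from the data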
ABHD4 inh – ABHD4 inhibitors, primary screen, biochemical, fluorescence polarization, mouse; (Lyso)-N-acylphosphatidylethanolamine lipase (Mus musculus), Q8VD66; purified mABHD4, FP-Rh probe fluorescence polarization; inhibition, % at 8.92 µM; hit rate 0.54% among 370,000; AID 720543, 2013;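 active = inhibition exceeding the mean over every tested compound plus 3 SD, cut at about 30% in these data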;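 also: 0% = plate median of compound wells and 100% = S159A mutant with DMSO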
Target sequence (Q8VD66 whole entry, looked up): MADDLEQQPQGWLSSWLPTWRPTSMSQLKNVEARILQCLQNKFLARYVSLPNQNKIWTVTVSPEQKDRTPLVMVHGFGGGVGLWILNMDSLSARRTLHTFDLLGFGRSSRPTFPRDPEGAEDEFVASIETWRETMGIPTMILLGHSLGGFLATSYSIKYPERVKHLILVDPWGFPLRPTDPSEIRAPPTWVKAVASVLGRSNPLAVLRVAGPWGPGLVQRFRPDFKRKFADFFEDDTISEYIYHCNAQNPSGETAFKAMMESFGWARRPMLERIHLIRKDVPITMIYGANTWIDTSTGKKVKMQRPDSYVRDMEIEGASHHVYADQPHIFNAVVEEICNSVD
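Test system: mABHD4 protein | Buffer or medium: HEPES pH 7.0 buffer, 150 mM NaCl, 0.01% Pluronic F-127 | Probe or stimulus: FP-Rh fluorescent activity-based probe, added after compound pre-incubation | Timing: Pre-incubation 45 min, probe exposure 60 min, at 25 °C | Technique: Fluorescence polarization, excitation 525 nm, emission 598 nm, BODIPY TMR filters | Repeats: Single well per compound (singlicate)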
rCAG RNA binder – binders of r(CAG) RNA repeats, primary screen, biochemical, fluorescence. r(CAG) RNA repeat, TO-PRO-1 dye displacement fluorescence. inhibition, % at 3 µM. hit rate 1.3% among 370,000;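 active = inhibition above the plate cutoff, the mean of all test compounds on that plate plus 3 SD, cut at about 35% in these data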;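 also: 0% = DMSO alone and 100% = 100 µM mitoxantrone as full dye displacement; higher means more dye released from RNA so lower well fluorescence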
TDP2 absorb – human TDP2 enzyme inhibitors, primary screen, biochemical, epi absorbance, recombinant enzyme. T5PNP hydrolysis, p-nitrophenol absorbance 415 nm. inhibition, % at 12.8 µM. Tyrosyl-DNA phosphodiesterase 2 (Homo sapiens), O95551. hit rate 0.34% among 370,000;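 active = inhibition above the mean of all tested compounds plus 3 SD, set per campaign, cut at about 25% in these data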;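 also: 0% = DMSO with enzyme and 100% = buffer with substrate but no TDP2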
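Test system: human TDP2 enzyme; Input: 120 nM TDP2 per well; Buffer or medium: Mg2+-containing Tris-HCl buffer, pH 7.5; Reagent: 5 mM T5PNP; Dosing: 12.8 µM single point, 1% DMSO; Incubation: reaction 2 h, 37 °C; Detection: p-Nitrophenol epi absorbance; Read-out: % inhibition relative to enzyme-containing and enzyme-free wells; Replicates: single well per compound.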
PRMT1 FP inh – PRMT1 methyltransferase inhibitors, primary screen, biochemical, fluorescence polarization | Protein arginine N-methyltransferase 1 (Homo sapiens), Q99873 | recombinant PRMT1, activity-based probe fluorescence polarization | inhibition, % at 2.79 µM | hit rate 1.3% among 370,000;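 active = inhibition above about 21% made by adding two undisclosed values, limit read from the data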
Target sequence (Q99873 whole entry, looked up): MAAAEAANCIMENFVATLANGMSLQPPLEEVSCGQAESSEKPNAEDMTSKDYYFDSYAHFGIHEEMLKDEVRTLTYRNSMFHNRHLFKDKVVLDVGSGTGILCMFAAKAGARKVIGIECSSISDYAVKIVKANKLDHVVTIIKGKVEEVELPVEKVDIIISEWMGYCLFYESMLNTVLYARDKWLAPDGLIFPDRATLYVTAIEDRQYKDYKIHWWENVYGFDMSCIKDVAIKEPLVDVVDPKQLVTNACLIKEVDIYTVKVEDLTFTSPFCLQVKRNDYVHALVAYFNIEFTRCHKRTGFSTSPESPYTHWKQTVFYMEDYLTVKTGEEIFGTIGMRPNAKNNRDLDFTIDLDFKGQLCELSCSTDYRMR
LEDGF integ inh – blockers of LEDGF/p75-dependent integrase strand transfer – biochemical, TR-FRET, high throughput, primary screen | hit rate 0.64% among 370,000 | inhibition, % at 3.7 µM | TR-FRET IN-LEDGF/p75 DNA integration, Eu/Cy5;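 active = inhibition above the screen-wide mean plus 3 SD, cut at about 13% in these data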;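 also: signal is the Cy5 over europium emission ratio at 671 and 618 nm; 0% = plate median of compound wells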
TCR CD3 inh – inhibitors of human TCR-CD3 interaction, primary screen, biochemical, fluorescence, TAMRA-labeled TCR probe. T-cell receptor (TCR). hit rate 0.37% among 360,000. inhibition, % at 9.4 µM; in the data active = inhibition above about 19%;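 also: recombinant mutant TCR 2C K166C tagged with TAMRA read by polarization; 0% = receptor in buffer alone and 100% = receptor with positive control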
SIAE primary – human SIAE inhibitors, primary screen, biochemical, fluorescence polarization, FP-Rh probe, 1536-well HTS; inhibition, % at 9.66 µM; AID 1053197, 2014; hit rate 0.69% among 370,000; SIAE FP-Rh probe binding;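 active = inhibition above a cutoff: mean of compounds within the control limits plus 3 SD of those, cut at about 17% in these data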;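 also: 0% = plate median of compound wells and 100% = probe without SIAE protein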
An asterisk follows results filed as active; . = not tested or not shown. Not all compounds are listed (hit frequency here may not be typical).

SMILES	MBD2 inh	HTRA1 inhibitor	GC-B act	ABHD4 inh	rCAG RNA binder	TDP2 absorb	PRMT1 FP inh	LEDGF integ inh	TCR CD3 inh	SIAE primary
COc1ccc(Nc2nc3ccccc3n2C)cc1	-4	-1	1	-6	2	-24	-5	1	-5	3
Clc1ccccc1OCCn1cnc2ccccc21	5	-6	14	-2	-6	1	1	0	1	-1
O=C(CN1C(=O)c2ccccc2C1=O)NCC1CCCO1 (stereo not given)	4	-1	1	-3	2	7	-1	0	0	0
O=C(CSc1nnc(COc2ccc(Cl)cc2)o1)NC1CC2CCC1C2 (stereo not given)	-3	-4	5	6	1	-2	3	-7	4	-4
O=C(COc1cc(O)c2c(=O)cc(-c3ccccc3)oc2c1)c1cccc([N+](=O)[O-])c1	2	-6	-4	2	3	-6	-1	1	-1	-1
COc1ccc(C2=NOC(Cn3nc(C(=O)NCc4ccc(OC(F)(F)F)cc4)cc3-c3ccccc3)C2)cc1 (stereo not given)	1	-8	12	2	5	1	0	3	3	0
COc1ccc(C(=O)NC(=S)Nc2cccc3cc(O)ccc23)cc1OC	-8	-13	-15	4	30	-2	4	4	-3	28*
CCOc1cc2[nH]c(=O)n(Cc3ccc(C(=O)NCCCN4CCC(C)CC4)cc3)c(=O)c2cc1OCC	4	4	0	-13	-4	-4	-4	4	-3	1
CS(=O)(=O)N(CC(=O)N1CCCCC1)Cc1ccccc1	4	5	4	5	-4	-11	0	-11	-5	-1
CC(C)C[C@H](N)C(=O)N1CCC(C(=O)N[C@H](C(=O)NCc2ccc(F)cc2)C(C)C)CC1	-7	4	2	5	-2	-3	3	-2	0	2
Cc1ccc(NC(=S)/C(=C(\[O-])c2ccc(F)cc2)[n+]2ccccc2)cc1	0	7	0	6	5	0	3	-1	6	4
Cn1cc(CCC(=O)N2CCCC(N3CCN(c4ccccc4F)CC3)C2)cn1 (stereo not given)	1	0	2	2	-5	4	7	0	-5	-3

Single entries from the results shown:
O=C(COc1cc(O)c2c(=O)cc(-c3ccccc3)oc2c1)c1cccc([N+](=O)[O-])c1 in SIAE primary = -1
Cn1cc(CCC(=O)N2CCCC(N3CCN(c4ccccc4F)CC3)C2)cn1 (stereo not given) in TCR CD3 inh = -5
COc1ccc(C(=O)NC(=S)Nc2cccc3cc(O)ccc23)cc1OC in LEDGF integ inh = 4
COc1ccc(Nc2nc3ccccc3n2C)cc1 in TCR CD3 inh = -5
CC(C)C[C@H](N)C(=O)N1CCC(C(=O)N[C@H](C(=O)NCc2ccc(F)cc2)C(C)C)CC1 in rCAG RNA binder = -2
O=C(CN1C(=O)c2ccccc2C1=O)NCC1CCCO1 (stereo not given) in GC-B act = 1
CCOc1cc2[nH]c(=O)n(Cc3ccc(C(=O)NCCCN4CCC(C)CC4)cc3)c(=O)c2cc1OCC in TDP2 absorb = -4

(cont.)
SMILES	MBD2 inh	HTRA1 inhibitor	GC-B act	ABHD4 inh	rCAG RNA binder	TDP2 absorb	PRMT1 FP inh	LEDGF integ inh	TCR CD3 inh	SIAE primary
CNC(=O)c1c(NC(=O)c2ccco2)sc2c1CCC2	0	-3	4	1	3	17	6	0	-5	-8
NC(=O)CSc1nnc(-c2ccccc2Br)n1-c1cccc(C(F)(F)F)c1	-2	1	0	6	-8	-2	-1	-2	8	-5
COc1ccc([C@@H]2CC=C(C(=O)O)[C@H](c3ccc(Cl)cc3)N2S(=O)(=O)c2ccc(C)cc2)cc1OC	1	-6	2	7	57*	-7	5	5	2	-6
CC(SCCc1ccccn1)C(=O)O (stereo not given)	-3	4	-2	0	0	8	0	0	0	-1
COc1cccc(NC(=O)c2ccco2)c1	-6	-2	1	0	1	10	1	-1	3	-2
COc1ccc(C(CC(=O)O)N2Cc3ccccc3C2=O)cc1OC (stereo not given)	2	-1	1	-2	3	6	0	-1	2	-6
COCc1cc(/C=N\NC(=O)Cc2ccc(Cl)cc2)ccc1OC	-3	-4	5	-3	2	-15	1	2	1	1
CCC(C)(C)C1CCc2[nH]nc(C(=O)NCc3ccccn3)c2C1 (stereo not given)	-6	-8	5	-10	-3	-2	-3	-2	0	3
CC(=O)c1cccc(NC(=O)N2CCCC2C(=O)Nc2c(C)cccc2C)c1 (stereo not given)	0	1	1	2	0	-5	0	-2	3	6
COc1ccc(C(=S)N2CCOCC2)cc1OC(=O)c1ccc([N+](=O)[O-])cc1[N+](=O)[O-]	3	4	27	-1	0	14	1	0	2	9
CC(C)CN(C(=O)COC(=O)CSc1ccccc1F)c1c(N)n(Cc2ccccc2)c(=O)[nH]c1=O	2	1	5	-4	-2	-4	2	-5	-5	0
COc1ccc2[nH]c3c(c2c1)CCN1C(=O)C(CC(=O)NCc2cccc(C(F)(F)F)c2)C[C@H](C(=O)N2CCCCC2)[C@@]31C (stereo not given in full)	4	-15	4	-6	6	5	3	-1	-5	3

The closing 2 compounds of the section before are carried over, then new ones follow.
SMILES	MBD2 inh	HTRA1 inhibitor	GC-B act	ABHD4 inh	rCAG RNA binder	TDP2 absorb	PRMT1 FP inh	LEDGF integ inh	TCR CD3 inh	SIAE primary
CC(C)CN(C(=O)COC(=O)CSc1ccccc1F)c1c(N)n(Cc2ccccc2)c(=O)[nH]c1=O	2	1	5	-4	-2	-4	2	-5	-5	0
COc1ccc2[nH]c3c(c2c1)CCN1C(=O)C(CC(=O)NCc2cccc(C(F)(F)F)c2)C[C@H](C(=O)N2CCCCC2)[C@@]31C (stereo not given in full)	4	-15	4	-6	6	5	3	-1	-5	3
CN(CCc1ccccc1)C(=O)c1cccc(NC(=O)Cc2cccc(NC(=O)C3CCCN(C(=O)C4CCCCC4)C3)c2)c1 (stereo not given)	1	-6	1	2	4	-13	-3	4	0	-3
COc1ccccc1C(=O)NNC(=O)c1cccc(Cl)c1	-2	1	3	0	3	-2	1	-3	-6	5
CC(C)[C@H](NC(=O)c1ccco1)C(=O)OCC(=O)N1CCc2ccccc21	-2	2	-2	5	-1	-5	-1	-7	3	-5
CC(=O)Nc1ccc(S(=O)(=O)NCCC(=O)NCCc2ccc(F)cc2)cc1	2	6	4	-3	0	-1	-2	1	6	-2
O=C(COC(=O)CCc1ccccc1)Nc1ccccc1OC(F)F	1	1	-1	3	-2	-6	-1	-1	-6	-2
Oc1c(Cl)cc(Cl)c2cccnc12	-1	48*	0	11	6	-1	1	3	-3	23*
COc1ccccc1-n1c(SCC(=O)Nc2cc(C)on2)nc2c([nH]c3ccccc32)c1=O	0	-37	0	3	12	5	-3	-2	-3	-5
O=C(c1ccccc1)c1ccc(N2CCN(C(=O)c3cccc(F)c3F)CC2)c(F)c1	1	-25	0	-18	0	-9	0	4	3	-12
Cc1ccc(NC2=NCC(=O)N2Cc2ccc3c(c2)OCO3)cc1	-4	-2	1	-1	-4	-6	2	1	5	-4
Cc1cccc(C(=O)N/N=C/c2ccc3c(c2)OCO3)n1	-1	7	3	-3	-2	0	-1	1	5	-1
COc1ccc2c(=O)cc(-c3cccnc3)oc2c1OC	7	2	-2	7	0	-5	0	-2	-6	-3
CCC1(CC)NC(=O)N(CC(=O)OCC(=O)Nc2ccc(OC(F)(F)F)cc2)C1=O	1	10	-1	-2	-4	-2	-1	6	2	1
O=c1[nH][nH]c2c1C(c1cccc(C(F)(F)F)c1)OC(CCc1ccccc1)C2 (stereo not given)	-1	.	4	0	12	4	-3	1	-1	-9
O=C(/C(=N\Nc1ccc(Br)cc1)Sc1nnnn1-c1ccccc1)c1ccccc1	-2	-6	4	3	30	3	3	-3	7	2
COc1cccc(CCNC(=O)C2CCCN(c3ncnc4c3nc3n4CCCCC3)C2)c1OC (stereo not given)	0	1	-10	1	-8	4	1	-1	-2	5
COc1cc(/C=N/Nc2cc(C)nc(NS(=O)(=O)c3ccccc3)n2)ccc1O	-2	2	-9	6	3	-3	1	-2	4	7
Cc1ccc2nc(SC(C(=O)Nc3ccc(F)cc3)c3ccccc3)[nH]c2c1 (stereo not given)	3	-61	0	-8	11	-6	-1	4	-2	-38
COc1cc(CC(=O)OCC(=O)NC2CC2)cc(OC)c1OC	0	2	4	-3	-3	3	-3	1	3	4
CN(C)c1cccc2c1c(NC(=O)c1ccc(F)cc1)nn2C	-1	-4	-4	5	3	8	3	-2	-3	5
CCOC(=O)/C(=C/C=C1\Sc2cc(OCC)c(OCC)cc2N1CC)C(C)=O	-14	-3	2	-2	-82	5	-32	0	-6	-11
O=C(OCCC1Oc2cccnc2NC1=O)c1ccc(F)cc1 (stereo not given)	0	-2	-5	-1	-1	4	-1	3	10	6
Cc1cccc(C)c1N=Nc1c(C)cc(O)cc1C	3	47*	-14	32*	6	-2	-1	0	3	11
COc1ccc(OC)c(Nc2nc(N)c([N+](=O)[O-])c(N3CCOCC3)n2)c1	2	11	0	3	1	8	0	-2	3	-4
O=C(NCC[C@@H]1C[C@@H]2C=C[C@H]1C2)c1cc(COc2ccc(F)cc2F)on1	-5	-34	6	-14	-5	-5	0	5	7	-3
CC(=O)C1=C(C)N(Cc2ccco2)C(=O)C1(NC(=O)C1CCCCC1)C(F)(F)F (stereo not given)	-5	3	1	-6	-2	-5	1	4	0	-5
O=C(Nc1cccc2c1CCCC2)c1cc(C2CCCCN2C(=O)c2cccs2)on1 (stereo not given)	-1	.	1	-2	3	-3	2	3	-2	-8
Cc1ccc2nc(SCC(=O)NCc3ccc(F)cc3)nc(=O)n2c1	-1	2	-1	-11	2	-14	-4	4	8	-14
O=c1c2ccccc2sc2ccccc12	-4	-1	-4	5	2	-6	-7	3	-1	7
CC1CC(C)CN(Cc2nc(N)nc(Nc3ccccc3)n2)C1 (stereo not given)	-6	7	2	-3	-5	0	-3	0	7	0
Cc1c(CCC(=O)N[C@@H](C)C(=O)O)c(=O)oc2c(C)c3oc4c(c3cc12)CCCC4	-4	-5	2	-4	43*	21	-5	2	3	1
COCC(=O)Nc1nc2ccc(S(C)(=O)=O)cc2s1	1	8	-2	1	2	9	-1	-1	0	2
COc1cc2ccc(C=O)cc2cc1OC	4	1	-6	-8	2	-5	5	1	-2	-2
COc1ccc2[nH]cc(C=O)c2c1	-1	2	3	4	1	4	0	0	2	-6
O=C(CSc1nc2cc(Cl)ccc2s1)c1ccco1	-1	-9	2	2	7	-3	-2	-5	-2	4
CC(C)(C)c1nnc2sc(SC/C(O)=C(\C#N)c3nc4ccccc4[nH]3)nn2c1=O	-7	12	-1	28	26	7	10	2	9	10
CCN(CC)c1ccc(/C=N/n2nnnc2N)c(O)c1	-1	3	-9	17	0	14	1	-4	1	8
CNc1nc(N)c(C(=O)Nc2cc(C)on2)s1	-2	5	9	-5	0	-4	-3	3	-3	2
